UPR XBP1 act: activators of adaptive XBP1 UPR arm, primary screen, cell-based, CHO-XBP1 luciferase reporter, luminescence, uHTS; IRE1-XBP1 UPR activation; percent of tunicamycin response, DMSO as zero; activation, % at 20 µM; 330,000 compounds, 0.33% hits; AID 463104, 2010;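 active means versus positive control, 20 µM dose yields 30% or more activation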;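 further: 100% = tunicamycin at 10 µg/mL and 0% = DMSO only wells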
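Assay system: CHO-XBP1 luciferase reporter cells; Schedule: 6 h treatment, 37 °C; Detection: glow luminescence from Steady-Glo reagent; Benchmarks: high control tunicamycin 10 µg/mL final, low control DMSO vehicle only.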
APJ agonist: agonists of human apelin receptor APJ, primary screen, CHO-K1 cells, PathHunter beta-arrestin, luminescence. 0% DMSO wells, 100% apelin. activation, % at 20 µM. P35414. 330,000 compounds, 0.11% hits;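 active means activation more than six SD over the plate average, tested at 20 µM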;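 further: 0% = DMSO alone and 100% = apelin-13 at 10 nM; some results filed as inactive read as strong as hits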
Target sequence (P35414 whole entry, looked up): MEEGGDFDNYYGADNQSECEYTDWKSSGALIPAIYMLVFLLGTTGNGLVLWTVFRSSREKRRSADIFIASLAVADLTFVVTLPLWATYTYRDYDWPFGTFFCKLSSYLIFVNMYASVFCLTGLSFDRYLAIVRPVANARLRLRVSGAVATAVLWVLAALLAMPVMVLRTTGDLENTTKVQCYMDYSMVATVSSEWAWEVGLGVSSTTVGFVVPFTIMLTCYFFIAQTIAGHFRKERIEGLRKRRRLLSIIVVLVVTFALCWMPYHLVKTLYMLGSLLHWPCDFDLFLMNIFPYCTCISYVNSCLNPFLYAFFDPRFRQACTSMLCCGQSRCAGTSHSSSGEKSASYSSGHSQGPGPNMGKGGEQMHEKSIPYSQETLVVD
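Material: engineered CHO-K1 APJ arrestin reporter cells; amount: 1000 CHO-K1 reporter cells seeded per well; incubation: compound stimulation 90 min at 25 °C, detection 60 min; signal: luminescent beta-gal fragment complementation, chemiluminescent substrate; read-out basis: APJ agonist activity; controls: DMSO-only wells as negative, 10 nM Apelin-13 as positive control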
TIM10 inh: growth inhibitors of isogenic TIM10 control yeast, primary screen, counter-screen for tim10-1 yeast inhibitor project, luminescence, uHTS; S. cerevisiae TIM10 strain growth, BacTiter-Glo luminescence, 24 h; 330,000 compounds, 1.4% hits; AID 463195, 2010; inhibition, % at 10 µM;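 active means inhibition of 40% or more at the single tested concentration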;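 further: wild-type TIM10 isogenic control strain grown at permissive 25 °C; 0% = DMSO yeast wells and 100% = minimal medium wells without yeast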
APJ antag: antagonists of human apelin receptor APJ, primary screen, CHO-K1 cells, beta-arrestin complementation, luminescence. 330,000 compounds, 0.32% hits. inhibition, % at 20 µM. P35414;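 active means inhibition above about 40% at 20 µM, limit read from the data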;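 further: cells challenged with 10 nM apelin-13 agonist together with compound; plate controls were apelin-13 plus DMSO wells for no effect and DMSO wells lacking apelin-13 for full effect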
CXCR6 inh: CXCR6 receptor inhibitors, primary screen, cell-based, beta-arrestin, luminescence, CHO-K1 PathHunter, 1536-well. C-X-C chemokine receptor type 6 (Homo sapiens), O00574. inhibition, % at 20 µM. 360,000 compounds, 0.36% hits. AID 602244, 2012; in the data active means inhibition above about 34%, passing the limit was not always enough;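 further: antagonist mode with CXCL16 agonist at 10 nM final; 0% = 10 nM CXCL16 with DMSO and 100% = unstimulated wells without agonist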
Target sequence (O00574 whole entry, looked up): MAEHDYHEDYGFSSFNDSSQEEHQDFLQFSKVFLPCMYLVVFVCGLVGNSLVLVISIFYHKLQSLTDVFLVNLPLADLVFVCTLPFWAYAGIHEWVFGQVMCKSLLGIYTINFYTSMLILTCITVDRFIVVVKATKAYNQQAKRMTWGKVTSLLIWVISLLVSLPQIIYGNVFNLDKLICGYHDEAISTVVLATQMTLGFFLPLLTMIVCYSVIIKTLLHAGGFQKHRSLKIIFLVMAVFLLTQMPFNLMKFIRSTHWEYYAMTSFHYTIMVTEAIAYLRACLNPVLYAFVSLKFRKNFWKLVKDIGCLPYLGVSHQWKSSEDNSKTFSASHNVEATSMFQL
tim10-1 inh: growth inhibitors of tim10-1 mutant yeast, primary screen, luminescence, uHTS. S. cerevisiae tim10-1 ts strain growth, BacTiter-Glo, 24 h. inhibition, % at 20 µM. 330,000 compounds, 2.2% hits. AID 463190, 2010;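 active means inhibition of at least 40%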;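 further: mutant grown at 25 °C; 0% = DMSO wells with yeast and 100% = wells holding no yeast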
UPR CHOP act: activators of apoptotic CHOP UPR arm, primary screen, cell-based, CHO-CHOP luciferase reporter, luminescence, uHTS | UPR activation; percent of tunicamycin response over DMSO baseline | 330,000 compounds, 0.34% hits | activation, % at 10 µM;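 active means at 10 µM dose, activation of 40% or more, normalized to positive control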;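 further: 100% = tunicamycin at 10 µg/mL and 0% = DMSO alone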
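measured by = luciferase luminescence | assay system = CHO-CHOP cells, stable luciferase reporter of PERK-eIF2a-CHOP signalling | amount = 500 reporter cells seeded per well | timing = 6 h compound exposure at 37 °C after overnight seeding | controls = positive tunicamycin 10 µg/mL, negative DMSO alone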
Mdm2 MdmX PPI: inhibitors of human Mdm2-MdmX association, primary screen, cell-based, luminescence, split luciferase, SaOS-2, uHTS; inhibition, % at 8 µM; SaOS-2 split-luciferase Mdm2/MdmX complementation; 330,000 compounds, 3% hits;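 active means inhibition of at least 50% at 8 µM in the primary screen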
tim23-1 inh: growth inhibitors of tim23-1 mutant yeast, primary screen, luminescence, uHTS. 330,000 compounds, 1.3% hits. inhibition, % at 20 µM. AID 463212, 2010. S. cerevisiae tim23-1 growth, BacTiter-Glo luminescence, 24 h;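 active means growth inhibition of the mutant yeast at or above 50%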;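 further: temperature-sensitive mutant grown at 25 °C; plate controls were DMSO-treated mutant yeast for no effect and medium wells lacking yeast for full effect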
* hit, by the source's call; / = no result given; & = joins results of further samples. The list is partial; rates above refer to the full screens.

SMILES | UPR XBP1 act | APJ agonist | TIM10 inh | APJ antag | CXCR6 inh | tim10-1 inh | UPR CHOP act | Mdm2 MdmX PPI | tim23-1 inh
O=C(NCc1ccccc1CN1CCCC1)c1ccc(OCc2cscn2)cc1 | -2 | -6 | -2 | -4 | 10 | -16 | 1.7 | -9 | 1
COc1ccc(N2C(=O)CC(c3cc(OC)c(OC)c(OC)c3)CC2=O)cc1 | -4 | -3 | 6 | 5 | -13 | 3 | 2.6 | 12 | 19
O=C(Nc1cccc(F)c1)C1CCN(C(=O)c2ccccc2Cl)CC1 | -3 | -6 | 5 | 0 | -24 | 7 | -0.8 | -9 | 9
Cc1ccc(/C(=N/Nc2nc3ccccc3s2)C2=C(O)c3ccccc3C2=O)cc1 | 7 | -4 | 8 | 2 | 9 | 14 | -1.2 | 36 | 25
COc1ccc(C)cc1S(=O)(=O)N1c2ccc(C)cc2C2CN(C)CCC21 (stereo not given) | -3 | 8 | 11 | 32 | 0 | 7 | -1.0 | 39 | 25
O=C(O)/C=C/C(=O)Nc1ccc(Oc2ncnc3cc(Cl)ccc23)nc1 | 1 | -2 | 17 | 5 | / | 0 | -0.1 | 24 | 14
O=C(NC1CCCCC1)C(c1ccccn1)N(C(=O)Cc1cccs1)c1ccc(Cl)cc1 (stereo not given) | 0 | -1 | 12 | 23 | 9 | 37 | -3.1 | -15 | 21
COc1cccc(NC(=O)CSc2nc3ccccc3n2C)c1 | 0 | -1 | 2 | -15 | -2 | 19 | -1.7 | 6 | -4
COc1ccc(/C=C/C(=O)N2CC(C)OC(C)C2)cc1OC (stereo not given) | -1 | -2 | -7 | 11 | -4 | 9 | -0.7 | 7 | 12
CCOC(=O)[C@H]1[C@H]2COc3cc(OC)ccc3[C@@H]2N2C(=O)CN(Cc3ccco3)C(=O)[C@@]12C | 1 | -4 | -2 | 1 | 4 | 5 | 0.2 | 1 | 0
COC(=O)c1ccc(Cn2nc(C)c([N+](=O)[O-])c2C)o1 | -5 | -3 | -4 | 7 | -8 | 13 | 0.3 | 1 | 6
CC(c1ccco1)N(Cc1ccco1)C(=O)Nc1ccccc1 (stereo not given) | -2 | -6 | 31 | 12 | 8 | 32 | 0.4 | 6 | 23
COc1ccc(CC(=O)NNC(=O)Cc2ccc(OC)cc2)cc1 | 1 | 2 | 4 | -23 | / | 0 | -1.5 | 18 | 27
CC(C)(C)OC(=O)NCCCC[C@H](NC(=O)c1[nH]cnc1C(=O)Nc1ccccc1)C(=O)OC(C)(C)C | 4 | 1 | 5 | 0 | -5 | 21 | 4.0 | 38 | 27
COc1cc(/C=N/NC(=O)CCN2CCN(C(c3ccccc3)c3ccccc3)CC2)ccc1O | -3 | -2 | -22 | 12 | 5 | 6 | -3.1 | 20 | -18
CC(C)(C)NC(=O)NC(=O)CN1c2cccc3cccc(c23)S1(=O)=O | 0 | 0 | -7 | -20 | -1 | 8 | -0.2 | -8 | 25
N#Cc1c(Nc2ccccc2)sc(C(=O)c2ccc(F)cc2)c1N | 1 | -2 | 29 | 22 | 15 | 31 | 0.2 | -20 | 24
CCOC(=O)/C(C)=N/NC(=O)c1ccc([N+](=O)[O-])cc1 | 6 | 3 | 7 | -2 | 3 | 0 | -1.5 | 4 | 11
COc1ccc(C(=O)Nc2oc(-c3ccccc3)c(-c3ccccc3)c2C#N)cc1 | 11 | 0 | 23 | 22 | 7 | 19 | -0.9 | 21 | 14
O=C(NC1CCN(C(=O)Nc2cccc(Cl)c2)CC1)c1ccco1 | -3 | 1 | 4 | 13 | -6 | 1 | -1.3 | 9 | 30
CC(C)CNC(=O)COC(=O)c1cc(Cl)cc(Cl)c1N | 0 | 1 | 0 | 25 | -4 | 14 | -0.8 | 6 | 1
CCOc1ccc(N(CC(=O)NC2CCCC(C)C2C)S(=O)(=O)c2c(C)noc2C)cc1 (stereo not given) | -3 | -5 | 18 | 8 | 5 | 16 | 1.6 | -20 | 17
COc1ccc(-c2cc(C(=O)NCc3cccs3)no2)cc1 | 3 | -4 | 0 | 10 | 0 | 6 | 4.7 | -6 | 3
O=C(O)C1Cc2ccccc2CN1S(=O)(=O)c1ccccc1 (stereo not given) | -4 | -4 | 4 | 7 | -8 | 13 | 0.1 | 16 | -9
Cc1ccc2c(c1)C1(C)C(C(C)(C)N2C=O)C1(Cl)Cl (stereo not given) | 0 | 0 | 16 | 19 | 6 | 15 | 0.9 | 3 | 20
CCOC(=O)[C@H]1[C@H]2COc3cc(OC)ccc3[C@@H]2N2C(=O)c3c(C)cc(C)cc3NC(=O)[C@@]12C | 4 | -2 | 18 | 11 | 2 | 14 | -0.8 | 20 | 9
O=C(COc1ccc(Cl)cc1)NCc1nnc(SCC(=O)c2ccccc2)o1 | 0 | 4 | -6 | -17 | 11 | 30 | 0.7 | -16 | 2
CCCCN(C(=O)Cc1coc2cc(C)c(C)cc12)c1c(N)n(Cc2ccccc2)c(=O)[nH]c1=O | 2 | 1 | -2 | 13 | 6 | 3 | -0.5 | 16 | -3
O=C(CCNc1n[nH]c(=O)[nH]c1=O)N1CCCCC1 | 1 | -2 | 0 | 13 | 1 | 5 | -1.4 | 8 | -9
CC(=O)c1c(C)[nH]c(C(=O)OCC(=O)Nc2cc(C(F)(F)F)ccc2N2CCOCC2)c1C | 1 | -3 | -2 | 15 | -23 | 9 | -1.5 | 51* | 13
O=C(c1cn(-c2ccccc2)nc1-c1cccnc1)N1CCCCC1 | 0 | -5 | 26 | 6 | -3 | 15 | 1.1 | 16 | 27
CNC(=O)c1sc(-c2cccs2)nc1C | 1 | 0 | -15 | 1 | 4 | 12 | -0.6 | 11 | 1
COc1ccc(NC(=O)NCCC2=CCCCC2)cc1 | -3 | -3 | -7 | 14 | -6 | 21 | 5.2 | -147 | 12
O=C(NCC(=O)N(c1ccccc1F)C(C(=O)NC1CCCC1)c1cccnc1)c1ccco1 (stereo not given) | 0 | -5 | -5 | -6 | 0 | -10 | 0.7 | 21 | 20
Cc1cc(C)nc(NC(=O)CSc2nc3ccccc3o2)n1 | -1 | -2 | 10 | -3 | -5 | 22 | 2.4 | -59 | 18
CCN(CC)C(=O)CSc1nnc(-c2ccccn2)n1Cc1ccccc1 | -1 | -3 | 20 | 15 | -8 | 14 | -1.3 | 14 | 18
CCCCN(CCCNC(=O)c1ccc(CS(=O)(=O)c2c(Cl)cccc2Cl)o1)Cc1ccccc1 | -5 | -6 | 0 | 5 | -11 | 4 | -1.5 | 18 | 3
CCCCCCCC(=O)OCC(O)CO (stereo not given) | -6 | -3 | 5 | 1 | 4 | 18 | 0.6 | -11 | 10
CCOc1ccc(C(=O)NCC(=O)NCC(c2ccccc2OC)N2CCCC2)cc1 (stereo not given) | -2 | -3 | -7 | 5 | 0 | -13 | 1.1 | 3 | -17
O=C1CCc2cc(S(=O)(=O)N3CCN(c4ccccc4F)CC3)ccc2N1 | -1 | 0 | 14 | 1 | -12 | 18 | -2.0 | 25 | 30
NCc1ccc(S(N)(=O)=O)cc1 | -4&-1 | 3&-2 | 5&2 | 1&1 | -2&1 | 0&8 | -0.4&-0.5 | 5&-4 | -6&14
COc1ccc(C(=O)NC(=S)N2CCC(C)CC2)cc1Br | -3 | 4 | 28 | -1 | 12 | 37 | 2.8 | 11 | 57*
O=Cc1cc(N=Nc2cccc(C(=O)O)c2)ccc1O | -3 | -7 | 16 | 1 | 7 | 1 | 0.9 | 13 | 5
CC(=O)c1ccc(NC(=O)Nc2cccc3ccccc23)cc1 | 0 | -8 | 5 | -3 | -13 | 8 | 2.6 | -14 | 14
Cc1nn(C)c(C)c1CN(C)C(=O)c1cc2nc(-c3ccco3)cc(C(F)(F)F)n2n1 | 3 | 3 | 0 | 13 | -5 | 21 | -1.5 | -8 | 24

An excerpt of the results above:
SMILES | UPR XBP1 act | APJ agonist | TIM10 inh | APJ antag | CXCR6 inh | tim10-1 inh | UPR CHOP act | Mdm2 MdmX PPI | tim23-1 inh
O=Cc1cc(N=Nc2cccc(C(=O)O)c2)ccc1O | -3 | -7 | 16 | 1 | 7 | 1 | 0.9 | 13 | 5
CC(=O)c1ccc(NC(=O)Nc2cccc3ccccc23)cc1 | 0 | -8 | 5 | -3 | -13 | 8 | 2.6 | -14 | 14
Cc1nn(C)c(C)c1CN(C)C(=O)c1cc2nc(-c3ccco3)cc(C(F)(F)F)n2n1 | 3 | 3 | 0 | 13 | -5 | 21 | -1.5 | -8 | 24

Later entries
SMILES | UPR XBP1 act | APJ agonist | TIM10 inh | APJ antag | CXCR6 inh | tim10-1 inh | UPR CHOP act | Mdm2 MdmX PPI | tim23-1 inh
CN(C)c1nc(NCc2ccccc2)nc(SCC(=O)Nc2ccc(Cl)c(Cl)c2)n1 | 1 | 0 | 19 | -35 | -7 | 9 | 0.4 | 14 | 18
COc1ccc(CNCC(O)COc2ccc(C)cc2[N+](=O)[O-])cc1 (stereo not given) | -2 | 1 | 5 | 16 | 7 | 8 | -0.2 | -11 | 0
COc1cc(/C=C/C(=O)OCC(=O)Nc2sc3c(c2C#N)CCC(C)C3)ccc1OCC#N (stereo not given) | -1 | -3 | 5 | -4 | -8 | 21 | 1.4 | 0 | 15
CC(NC(=O)CSc1nc2ccccc2c(=O)n1CCCO)c1ccccc1 (stereo not given) | 0 | 1 | -4 | -5 | 4 | -11 | 3.0 | 4 | 0
C[C@@]12C(=O)Nc3ccc(Cl)cc3C(=O)N1[C@H]1c3cc(Br)ccc3OC[C@@H]1[C@@H]2c1ccccc1 | -1 | -2 | 19 | -2 | -1 | 22 | 1.1 | 45 | 41
O=[N+]([O-])c1ccc(NC(=S)N/C(=N/CS(=O)(=O)c2ccccc2)c2ccccc2)cc1 | 2 | -3 | 24 | 4 | 2 | 36 | 3.2 | 5 | 33
CC(=O)N1N=C(c2ccco2)CC1c1ccc(Cl)o1 (stereo not given) | 2 | 2 | 2 | 12 | -5 | 7 | 1.9 | 6 | 6
CCOC(=O)c1[nH]c(C)c(C(=O)N2CCN(c3ccccc3OC)CC2)c1C | -4 | -3 | 10 | 9 | 2 | 16 | -2.5 | 20 | 3
CC12CCC(C(=O)N(CC3CO3)C1=O)C2(C)C (stereo not given) | 3 | -1 | -11 | -4 | -4 | 4 | -0.9 | 17 | -5
O=C(CC1NCCN(Cc2ccccc2)C1=O)Nc1ccc(Cl)cc1 (stereo not given) | -3 | 5 | 22 | 16 | 0 | 9 | 0.4 | 17 | 10
Cc1nnc(SCCN2C(=O)c3ccccc3C2=O)nc1C | -1 | -1 | 4 | 10 | 0 | 6 | -2.0 | 18 | 15
Cc1ccc(NC(=O)CSc2ccc(-c3cccnc3)nn2)c(C)c1 | -2 | 2 | 0 | 2 | -6 | 4 | 0.4 | 0 | 5
